MEKK2wt PB1 HTS: raises or lowers MEK5 binding to wildtype human MEKK2 PB1 domain; bead flow cytometry, Alexa488-MEK5 binding to MEKK2 WT; actives lie on both sides; binding response (% of control), % at 10 µM; 1.1% of 290,000 active; AID 1531; in the data active = binding response below about 67% or above about 130%
PHOSPHO1 block: PHOSPHO1 (human) inhibition. Q8TCT1. recombinant PHOSPHO1, absorbance phosphatase assay. inhibition, % at 13.3 µM. 1.1% of 290,000 active. AID 1565; in the data active = inhibition above about 60%
MEKK3 PB1 HTS: raises or lowers MEK5 binding to the human MEKK3 PB1 domain | 1.4% of 290,000 active | Q99759 | bead-based flow cytometry, Alexa488-MEK5 binding to MEKK3; actives lie on both sides; 0 = blocked by unlabeled MEK5, 100 = vehicle | binding response (% of control), % at 10 µM;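 active = binding response more than 3 SD above or below the average of its plate-row segment, actives on both sides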;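 also: Alexa488 bead fluorescence after subtracting the streptavidin-only scavenger bead signal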
Target sequence (Q99759 whole entry, looked up, the tested form may be a part): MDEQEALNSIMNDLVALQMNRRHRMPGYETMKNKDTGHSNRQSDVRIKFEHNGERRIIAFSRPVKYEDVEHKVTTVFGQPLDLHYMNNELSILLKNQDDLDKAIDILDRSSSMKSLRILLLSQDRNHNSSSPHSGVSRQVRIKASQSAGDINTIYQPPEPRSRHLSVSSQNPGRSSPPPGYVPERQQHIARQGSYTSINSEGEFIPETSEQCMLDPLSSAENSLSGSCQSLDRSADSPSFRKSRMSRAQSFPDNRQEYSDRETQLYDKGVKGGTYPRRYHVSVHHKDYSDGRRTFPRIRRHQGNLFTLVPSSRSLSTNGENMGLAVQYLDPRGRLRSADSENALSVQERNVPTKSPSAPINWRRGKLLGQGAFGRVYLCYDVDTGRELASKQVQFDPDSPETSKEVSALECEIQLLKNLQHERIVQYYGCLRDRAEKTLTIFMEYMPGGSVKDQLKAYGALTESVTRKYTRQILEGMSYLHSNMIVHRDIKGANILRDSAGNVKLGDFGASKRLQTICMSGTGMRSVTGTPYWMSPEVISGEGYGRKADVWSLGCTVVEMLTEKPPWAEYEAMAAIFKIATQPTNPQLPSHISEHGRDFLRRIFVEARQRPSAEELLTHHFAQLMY
MEKK2 mut-MEK5: signal of MEK5 binding to mutant human MEKK2 PB1 domain; bead flow cytometry, Alexa488-MEK5 binding to MEKK2 mutant; percent response, % at 10 µM; 0.35% of 290,000 active; in the data active = percent response above about 24%, passing the limit was not always enough; also: inactives centre near 1; some results filed as inactive read as strong as hits; reference of the scale not given here
FID counter: counter-screen for HCV NS3 helicase inhibitors: DNA intercalator displacement. DNA fluorescent intercalator displacement, fluorescence. inhibition, % at 7.9 µM. 0.17% of 290,000 active. AID 1845; in the data active = inhibition above about 37%;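 also: 0% = vehicle and 100% = reference compound; higher means more ethidium bromide displaced from hairpin DNA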
GPR7 antagonist: antagonists of human GPR7 (neuropeptides B/W receptor 1); 1.1% of 290,000 active; inhibition, % at 4.4 µM; AID 1861; P48145; GPR7-expressing cells, fluorescence antagonist assay; in the data active = inhibition above about 16%, passing the limit was not always enough;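 also: cells stimulated with the agonist NPW; 0% = agonist with vehicle and 100% = vehicle without agonist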
M18AAP inhibitor: PfM18AAP enzyme inhibition; recombinant PfM18AAP, H-Glu-NHMec fluorogenic cleavage; inhibition, % at 7.35 µM; 1.2% of 290,000 active;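 active = inhibition above the campaign mean inhibition over all tested compounds plus 3 SD, cut at about 28% in these data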;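 also: 0% = plate median of test compound wells and 100% = 2 mM ZnCl2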
NALP1 yeast inh: blocks the NALP1 inflammasome reconstituted in yeast. 0.61% of 280,000 active. inhibition, % at 10 µM. AID 2071. S. cerevisiae NALP1/ASC/caspase-1 growth, X-gal OD620, 72 h; in the data active = inhibition mostly above about 24%, no sharp cut-off; inactive = mostly below about 32%; also: some compounds called inactive have numbers as strong as hits
OXTR agonist: activates the human oxytocin receptor | activation, % at 3 µM | 0.32% of 320,000 active | AID 2435 | CHO-OTR cells, Fluo-8 calcium fluorescence; normalized: DMSO 0%, oxytocin 100%;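 active = activation above the mean of all tested compounds plus 3 SD, cutoff set per screening run, cut at about 20% in these data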;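 also: peak over basal fluorescence ratio from a 100 s FLIPR kinetic read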
Target sequence (P30559 whole entry, looked up): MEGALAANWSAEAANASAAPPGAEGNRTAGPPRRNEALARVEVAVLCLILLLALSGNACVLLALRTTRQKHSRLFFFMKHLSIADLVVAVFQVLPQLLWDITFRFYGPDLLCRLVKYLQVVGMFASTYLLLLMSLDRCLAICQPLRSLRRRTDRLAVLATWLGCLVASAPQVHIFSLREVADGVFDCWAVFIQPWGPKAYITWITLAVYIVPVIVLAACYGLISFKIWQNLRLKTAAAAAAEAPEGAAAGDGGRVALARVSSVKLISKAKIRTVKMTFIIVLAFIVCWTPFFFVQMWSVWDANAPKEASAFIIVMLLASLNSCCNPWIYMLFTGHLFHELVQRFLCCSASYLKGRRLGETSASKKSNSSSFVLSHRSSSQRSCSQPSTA
Active calls of the source: *; nt = no result given; [ ] = dose if it differs, or a comment. An unsorted share of the library; any-hit rate near 6.2%.

Fields: MEKK2wt PB1 HTS	PHOSPHO1 block	MEKK3 PB1 HTS	MEKK2 mut-MEK5	FID counter	GPR7 antagonist	M18AAP inhibitor	NALP1 yeast inh	OXTR agonist
O=C1C=C(O)CC(c2cccs2)C1 (stereo unspecified)
→ 101	35	99	4	-23	-7	-2	1	0.6
Cc1ccc(C(C)(C)C)cc1S(=O)(=O)NC(=O)c1ccccc1
→ 102	18	104	4	-24	-8	-8	16	-1.7
Cc1ccc(CNC(=O)CCC2CCCN(Cc3c(C)nn(C(C)C)c3C)C2)o1 (stereo unspecified)
→ 101	35	102	-7	-3	-3	-3	-1	-0.2
Cc1ccc(Oc2ncccc2NC(=O)CC(CC(=O)O)c2ccccc2)c2c1CCC2 (stereo unspecified)
→ 103	28	109	4	-41	-8	-1	nt	-2.5
Cc1ccc(-c2noc(CNCCCN(C)C)n2)cc1
→ 137	7	107	21	2	-3	-2	6	0.0
COC(=O)c1ccc2c(=O)n(Cc3ccco3)c(SCC(=O)Nc3cc(C)on3)nc2c1
→ 100	47	102	-1	-4	-13	-16	-2	-1.4
N#Cc1c(-c2ccccc2)nc(N2CCCCCC2)[nH]c1=O
→ 108	-25	102	14	-6	-20	0	2	0.4
O=C(CN1CCC(Cc2ccccc2)CC1)NC(=O)NCc1ccccc1
→ 118	-11	97	4	4	-1	2	41	-2.1
O=Nc1ccc(O)c2ncccc12
→ 96	23	95	-12	2	-11	-1	0	0.1
c1ccc(OCCN2C3=NCCN3c3ccccc32)cc1
→ 104	-6	103	6	12	1	-5	21	2.8
Nc1ccc(C(=O)OCc2nc3cc4ccccc4cc3[nH]2)cc1
→ 107	16	105	-1	3	4	3	4	-0.2
CC(C)COP(=O)(c1ccc(N(C)C)cc1)C(Nc1ccccc1)c1cccnc1 (stereo unspecified)
→ 112	8	99	15	-36	-8	-1	22	-0.6
CC1(O)C(=O)C=C2C=C(c3ccc(C#N)cc3)OC=C2C1=O (stereo unspecified)
→ 91	nt	101	0	nt	nt	nt	nt	0.8
Cc1ccc(NS(=O)(=O)c2ccc3c(c2)NC(=O)CO3)c(C)c1
→ 98	38	98	1	-18	-2	-5	4	2.3
Cc1cc(OCc2nnc(SC(C)C(=O)O)n2-c2ccccc2)ccc1Cl (stereo unspecified)
→ 106	-1	107	4	-33	2	-19	5	-0.2
COc1ccc(CCNc2nc(-c3cccc(NC(C)=O)c3)cs2)cc1OC
→ 103	25	102	-1	-23	-14	-5	-9	0.7
CCC(Sc1nc2ccccc2[nH]1)C(=O)Nc1ccc(NC(C)=O)cc1 (stereo unspecified)
→ 99	39	104	-1	-6	3	-4	15	0.6
COc1cccc(NC(=O)c2cc3ccccc3cc2OC)c1
→ 106	14	106	7	-13	1	5	-8	-0.8
CCCCN(C(=O)c1cccc(S(=O)(=O)N2CC(C)OC(C)C2)c1)c1c(N)n(CC(C)C)c(=O)[nH]c1=O (stereo unspecified)
→ 101	24	100	4	-26	-3	-4	25	-0.1
O=C(OCc1ccccc1)/C(=C/c1cccc2ccccc12)NC(=O)c1ccccc1
→ 100	-12	122	-1	-15	-5	-10	25	1.2
N#CC(C(=O)NCCc1ccccc1)c1nc2ccccc2nc1N1CCCCC1 (stereo unspecified)
→ 100	5	103	-2	-1	6	0	-8	-1.0
COCC(=O)NCCNc1nc2ccc(C)cc2cc1C
→ 105	13	105	0	15	15	8	2	-2.2
O=C(Cn1cc2c(n1)CCCCC2)Nc1ccccc1Br
→ 100	56	100	-2	-24	-19	-2	nt	-0.5
Cc1occc1C(=O)N/N=C/C(Br)=C\c1ccccc1
→ 101	8	105	9	-9	-2	6	2	5.8
CC1CCN(S(=O)(=O)c2ccc(NC(=O)[C@@H]3CCCC[C@@H]3C(=O)O)cc2)CC1
→ 97	46	96	1	-42	0	6	1	0.9
Cc1ccc(N(CC(=O)Nc2ccc(-c3nc4ccc(C)cc4s3)cc2)S(C)(=O)=O)cc1
→ 95	25	97	-7	-1	3	-5	2	-1.0
Cc1nn(C)cc1C(=O)NNC(=S)Nc1ccc(Cl)cc1
→ 121	98*	115	11	3	-14	19	-10	0.2
Cc1cc(Cl)c(S(=O)(=O)NC(C(=O)O)C(C)C)cc1OCC(=O)NC1CCCCC1 (stereo unspecified)
→ 90	5	95	-5	-37	-12	4	23	1.7
CCOc1ccccc1OCC(=O)Nc1ccc(S(=O)(=O)N(C)C)cc1
→ nt	7	nt	nt	-18	-6	1	16	0.1
Cc1cccc(NC(=O)Cn2cnc3c(oc4ccccc43)c2=O)c1
→ 95	16	94	-3	-9	-1	0	8	0.1

Part of the list above with just M18AAP inhibitor:
SMILES	M18AAP inhibitor
N#CC(C(=O)NCCc1ccccc1)c1nc2ccccc2nc1N1CCCCC1 (stereo unspecified)	0
COCC(=O)NCCNc1nc2ccc(C)cc2cc1C	8

The list goes on:
Fields: MEKK2wt PB1 HTS	PHOSPHO1 block	MEKK3 PB1 HTS	MEKK2 mut-MEK5	FID counter	GPR7 antagonist	M18AAP inhibitor	NALP1 yeast inh	OXTR agonist
COc1cc(C2Nc3ccccc3C(=O)N2c2ccccc2OC)ccc1O (stereo unspecified)
→ nt	-25	nt	nt	-4	0	-6	3	-1.6
COC(=O)[C@@]1(Cc2ccc(F)cc2)[C@H]2c3cc(C(=O)N(C)C)n(Cc4ccc(OC)c(OC)c4)c3C[C@H]2CN1C(=O)c1ccccc1
→ 96	-6	89	3	-34	10	-4	20	5.6
Cc1ccc(Cn2ccc(NC(=O)c3cc(C)on3)n2)cc1
→ 95	22	101	-2	-11	2	5	-6	1.8
COc1ccc(-c2sc(Nc3ccc(F)c(F)c3F)nc2CCC(=O)NN)cc1
→ 102	-4	100	3	-6	0	8	-11	0.3
COc1ccc(S(=O)(=O)N2CCN(CCC(=O)Nc3ccccc3F)CC2)cc1
→ 100	6	102	-1	-3	2	-5	-6	1.2
O=C(CN1C(=O)NC2(CCOc3ccccc32)C1=O)Nc1ccc2c(c1)OCCO2 (stereo unspecified)
→ 109	27	108	5	-5	20	9	1	-0.6
CC(C)(C)c1nc(SCC(=O)NCc2cccs2)c2ccccc2n1
→ 106	6	107	6	-24	-16	2	13	-3.1
Cc1nc2sc(C(c3cccs3)N3CCC(C(N)=O)CC3)c(O)n2n1 (stereo unspecified)
→ 116	-3	113	11	-6	-19	1	18	0.4
O=C1Nc2ccccc2N(O)N1c1cc(-c2ccc(Cl)cc2)[nH]n1
→ 93	13	95	-3	2	5	-12	-3	-0.4
CCc1ccc(NC(=O)CSc2nnc(CNC(=O)c3c(F)cccc3Cl)o2)cc1
→ 3.0*[inhibitor]	6	3.0*[inhibitor]	-24	-10	-3	-10	-21	-1.1
CSc1nnc(SCC2=NNC(=O)SC2)s1
→ 99	9	99	-2	-2	-2	-3	18	-0.2
COc1ccc(S(=O)(=O)N2CCCOC2CNC(=O)C(=O)NCc2ccccc2F)cc1C (stereo unspecified)
→ 112	41	104	7	-36	-22	-1	2	0.2
COC(=O)C(Cc1c[nH]c2ccccc12)NC(=O)CNC(C)=O (stereo unspecified)
→ 101	2	103	1	0	1	13	-2	0.7
CCCc1sc(N2CCCC(C(N)=O)C2)nc1-c1ccccc1 (stereo unspecified)
→ 93	-6	94	-1	-29	-12	1	33	-2.1
C=CCN1c2ccccc2[C@]23C[C@@H](C(=O)OC)N(C(C)=O)C2=NC(C(=O)OC)=C(C(=O)OC)[C@H]13
→ 104	-18	103	3	nt	nt	nt	nt	-1.5
NC(=O)c1cc(S(=O)(=O)N2CCOCC2)cs1
→ 103	37	102	0	0	9	-2	-6	0.1
Cc1ccccc1-c1nnc(-c2ccc(Br)cc2)o1
→ 103	-1	103	4	0	19	-8	-13	-1.3
Cc1c(N=C2NC(=O)C(CC(=O)Nc3ccccc3)S2)c(=O)n(-c2ccccc2)n1C (stereo unspecified)
→ 99	-6	101	1	-22	-4	1	21	0.7
Cc1ccc(Cl)cc1NC(=S)N(Cc1cccs1)C1CCCC1
→ 100	-14	98	2	-2	-5	5	7	1.1
C/C(=N\Nc1nc2ccccc2[nH]1)c1ccc([N+](=O)[O-])cc1
→ 119	15	115	4	12	-8	-6	nt	-1.4
COc1ccc(-c2cc(-c3nnc(COC(=O)CC4CCCC4)o3)c3ccccc3n2)cc1OC
→ 93	6	135*	0	-14	-2	-2	26	-0.6
CN(C)Cc1nc2ccccc2c(=O)n1CC(=O)Nc1cccc(S(=O)(=O)N2CCOCC2)c1
→ 99	22	101	-3	15	8	-6	19	1.5
O=C(NC(=S)Nc1ccccc1N1CCOCC1)c1ccco1
→ 114	-10	98	8	-13	-8	0	24	0.3
CCOC(=O)c1ccc(OCc2c(C)noc2C)cc1
→ 109	9	104	3	-11	-9	-2	1	-0.4
CN(Cc1ccccc1)C(=O)Cn1nc(C(F)(F)F)c2c1CCC2
→ 130	-41	114	14	-14	-6	-6	18	3.3
CN1C(=O)NC(c2ccc(Cl)cc2)C2=C1CC(C)(C)CC2=O (stereo unspecified)
→ 98	20	104	2	-10	2	-8	19	0.1
CC(C)(C)n1cnc2cc(NCc3cccs3)ccc21
→ 103	-1	100	4	-1	0	14	1	1.7
Cc1cc(C(=O)COC(=O)c2ccc3c(c2)NC(=O)CS3)c(C)n1CC1CCCO1 (stereo unspecified)
→ 96	-7	96	0	-20	-19	-1	30	13
CC(C)=Cc1oc2ccc([N+](=O)[O-])cc2c1N1CC(C)OC(C)C1 (stereo unspecified)
→ 88	-10	90	-13	-4	-4	-1	6	-0.4
O=C(Cc1cccs1)NCc1cccc(Cl)c1
→ 96	13	100	2	-2	-8	-8	17	nt
O=[N+]([O-])c1ccc(Cl)c(NC(=S)N2CCCC2)c1
→ 103	35	105	-2	4	-11	-12	16	1.2
COc1ccc(C(=O)OCC(=O)Nc2cccc(C(C)=O)c2)cc1OC
→ 99	6	100	-3	-11	-3	-12	17	3.6
O=C(NCCOc1ccccc1)c1cc2ccccc2o1
→ 103	-31	99	3	-15	-13	-1	-4	-1.6
CCCC(=O)Nc1ccccc1-c1nnc(SC)[nH]c1=O
→ 103	-13	101	-1	-2	-21	-1	-12	0.8
CCOc1ccc(N2C(=O)CN(CC(=O)OC)C2=S)cc1
→ 96	-15	98	-4	-2	4	0	-27	0.5
O=C(CN1N=C(c2ccc(Cl)cc2)CCC1=O)NCCN1CCc2ccccc2C1
→ 106	-4	105	1	-2	-11	4	10	-1.8
Cc1ccc(-c2nc(CS(=O)CC(=O)NC3CCCCC3)c(C)o2)cc1 (stereo unspecified)
→ 102	44	103	6	-49	-3	0	-21	-3.1
COc1cc(OC)cc(C(=O)NNC(=O)c2ccc(S(=O)(=O)N(C)c3ccccc3OC)cc2)c1
→ 100	13	97	-4	-24	-7	-4	-15	-0.4
COc1ccc(-n2ncc3c2CC(C)(C)CC3NC(=O)CCCN2CCCC2=O)cc1 (stereo unspecified)
→ 104	34	101	7	-40	-7	4	-7	-1.5
COC(=O)C1CCN(C(=O)Cc2c(OC)ccc3cc(Br)ccc23)CC1
→ 95	-1	94	-3	-29	19	5	3	-1.8
O/N=C(\c1ccc(Cl)cc1)c1cc2ccccc2o1
→ nt	-14	nt	nt	-6	-1	5	17	-1.8
O=C1Nc2ccccc2C1=O
→ 106	nt	105	4	nt	nt	nt	nt	-0.9
Cc1ccc(CN2CCN(Cc3cn[nH]c3-c3cccc(F)c3)CC2CCO)o1 (stereo unspecified)
→ 102	57	101	0	1	-5	1	18	-1.2
COc1cc(C(=O)Oc2ccccc2/C=N/NC(=O)c2ccc(Cl)cc2Cl)cc(OC)c1OC
→ 90	22	98	-1	-24	-17	1	33	-1.8
CCOc1ccc(NC(=O)Nc2cccn(Cc3ccccc3)c2=O)cc1
→ 99	4	103	3	-17	-13	2	-1	-0.9

Screening data as filed in PubChem BioAssay.
